TbREL1 inh: TbREL1 RNA ligase inhibitors, primary screen, biochemical, FRET fluorescence; RNA-editing ligase 1, mitochondrial (Trypanosoma brucei brucei), P86926; TbREL1 RNA ligation; inhibition, % at 9.66 µM; 89,000 compounds, 0.49% hits; AID 1117264, 2014;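 active = inhibition above the mean inhibition across all screened compounds plus 3 SD, cut at about 11% in these data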;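 also: 0% = plate median of test wells and 100% = NSC42067 control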
Target sequence (P86926 whole entry, looked up): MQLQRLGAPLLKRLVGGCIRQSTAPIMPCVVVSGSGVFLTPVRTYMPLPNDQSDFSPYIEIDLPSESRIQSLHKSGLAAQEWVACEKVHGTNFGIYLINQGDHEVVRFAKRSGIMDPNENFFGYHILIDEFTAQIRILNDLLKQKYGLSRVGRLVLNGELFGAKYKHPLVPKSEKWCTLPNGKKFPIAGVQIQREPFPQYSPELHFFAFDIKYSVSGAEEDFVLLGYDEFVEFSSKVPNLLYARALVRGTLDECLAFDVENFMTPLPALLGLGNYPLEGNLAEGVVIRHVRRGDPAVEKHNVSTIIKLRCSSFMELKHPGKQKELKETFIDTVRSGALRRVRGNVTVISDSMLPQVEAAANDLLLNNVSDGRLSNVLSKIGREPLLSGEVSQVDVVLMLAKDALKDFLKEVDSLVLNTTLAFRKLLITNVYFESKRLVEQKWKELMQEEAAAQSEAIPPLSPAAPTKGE
An asterisk follows results filed as active. Not all compounds are listed; rates above refer to the full screens.

TbREL1 inh	SMILES
-1	CCCCC(CC)CNC(=O)Cn1c(=O)[nH]c2ccsc2c1=O (configuration not stated)
-3	CC(=O)c1ccc(OCc2cc(C(=O)N3CC4C[C@@H]5CC3C[C@H](C4)C5)no2)cc1
-1	CC1(C)Cc2cccc(OCC(=O)Nc3ccccc3C(F)(F)F)c2O1
2	Cc1ccc(S(=O)(=O)N(CC(=O)NCC2CCCO2)Cc2cccc(C)c2)cc1 (configuration not stated)
-3	O=C(O)CCN1C(=O)C2C3CC(C2C1=O)C1C(c2ccccc2)c2sc(=O)n(-c4ccccc4)c2SC31 (configuration not stated)
5	FC(F)(F)c1nnc(Nc2ccc(Cl)cc2)s1
-2	C=CCN1C=CC(=O)CC1
-1	COc1ccc(C(c2nnnn2CC2CCCO2)N2CCN(c3ccccc3)CC2)cc1 (configuration not stated)
2	CN(C)CCNc1nc(-c2ccccc2)nnc1C(F)(F)F
8	CCSc1nnc(NC(=O)CSc2nnc(CNC(=O)c3cc(OC)c(OC)c(OC)c3)o2)s1
-2	C[C@H]1CN([C@@H](C)CO)C(=O)CCCn2cc(nn2)CO[C@@H]1CN(C)S(=O)(=O)c1ccc(-n2cccn2)cc1
3	O=C(c1cccs1)N1CC=C(c2ccccc2)CC1

The list goes on, overlapping the part above by 3 compounds.
TbREL1 inh	SMILES
8	CCSc1nnc(NC(=O)CSc2nnc(CNC(=O)c3cc(OC)c(OC)c(OC)c3)o2)s1
-2	C[C@H]1CN([C@@H](C)CO)C(=O)CCCn2cc(nn2)CO[C@@H]1CN(C)S(=O)(=O)c1ccc(-n2cccn2)cc1
3	O=C(c1cccs1)N1CC=C(c2ccccc2)CC1
9	O=C(CN1CCC(N2CCCCC2)CC1)N1CCCc2ccccc21
-2	O=C(COC(=O)CCc1ccc(S(=O)(=O)N2CCOCC2)cc1)Nc1ccc(Cl)cn1
-2	CCn1cc(C(=O)NCc2ccco2)c(=O)c2cc(F)c(N3CCN(C(=O)c4ccco4)CC3)cc21
0	Cn1c(SCC(=O)NC(=O)NCc2ccco2)nnc1-c1ccccc1
1	Cn1c(=O)c2c(O)cc(=O)n(-c3ccccc3)c2n(C)c1=O
-1	Cc1ccc(C)c(N(C(=O)c2snc(C(N)=O)c2N)C(C(=O)NCC2CCCO2)c2cccs2)c1 (configuration not stated)
0	C=CCn1c(CCc2ccccc2)nnc1SCC(N)=O
-3	O=C(NC1CC2CCCC(C1)N2C(=O)Nc1ccc(F)cc1)c1ccccc1 (configuration not stated)
1	CCN1C(=O)N[C@@H](c2ccco2)C(C(=O)OC)=C1C
8	CCCn1c(SCC(=O)Nc2cc(S(=O)(=O)N3CCCCC3)ccc2C)n[nH]c1=O
-3	Fc1ccc(-n2c(Cc3cccs3)n[nH]c2=S)cc1Cl
-2	N#Cc1nc(-c2ccco2)oc1N1CCC(Cc2ccccc2)CC1
-4	Clc1ccc(OCc2nnc(SCc3nc4ccccc4[nH]3)n2Cc2ccco2)cc1
3	N#Cc1sc2nc(-c3ccccc3)cc(C(F)(F)F)c2c1N
-3	O=C(Nc1ccccc1)/C(=C\c1cccs1)NC(=O)c1ccccc1
8	O=C(Nc1cccc(F)c1)OC1CC2CC1[C@H]1CCCCN1[C@H]2Cc1ccccc1 (some centres not stated)
0	Clc1ccc(/C=C/c2nc3ccccc3[nH]2)cc1
0	Cc1occc1-c1nnc(SCC(=O)NC2CCCC2)n1-c1ccccc1
0	CC1=NN(C(C#N)c2ccccc2C)C(c2ccccc2)C1 (configuration not stated)
1	Cc1ccc(C)c(S(=O)(=O)N2CCN(CC(=O)Nc3cc(C)on3)CC2)c1
0	Cc1nc(NC(=O)C23CCC(C)(C(=O)O2)C3(C)C)sc1C (configuration not stated)
4	O=C(CSc1nc2ccccc2nc1N1CCCCC1)N1CCN(S(=O)(=O)c2ccccc2)CC1
-1	CCOC(=O)C1CCN(C(=O)/C=C/c2ccc(S(=O)(=O)N3CCOCC3)cc2)CC1
-2	COc1ccc(C2/C=C\CN(C(=O)c3ccccc3)CC(=O)N2Cc2ccc(F)cc2)cc1 (configuration not stated)

3 consecutive entries out of the list so far, quoted:
TbREL1 inh	SMILES
4	O=C(CSc1nc2ccccc2nc1N1CCCCC1)N1CCN(S(=O)(=O)c2ccccc2)CC1
-1	CCOC(=O)C1CCN(C(=O)/C=C/c2ccc(S(=O)(=O)N3CCOCC3)cc2)CC1
-2	COc1ccc(C2/C=C\CN(C(=O)c3ccccc3)CC(=O)N2Cc2ccc(F)cc2)cc1 (configuration not stated)

(more compounds)
TbREL1 inh	SMILES
-1	O=C1CCCc2sc3c(c2N1)CCCCC3
-1	CCCn1nc2cc(C(=O)NCCc3cccs3)ccc2c1OCC
-2	COC(=O)[C@@]12C[C@@H](CC(=O)NCc3ccccc3)C(=O)N(Cc3ccco3)C1=CCC(C)(C)C2
2	O=C(Nc1cccc(O)c1)C(=O)Nc1ccccn1
2	O=C(O)CC(NC(=O)COc1ccccc1)c1cccc([N+](=O)[O-])c1 (configuration not stated)
-1	Cn1c(NCc2ccncc2)nc2cc(-c3ccsc3)sc2c1=O
3	Cc1ccccc1CCN1CCCC(CN(C)CC(C)(C)C)C1 (configuration not stated)
-2	CCN(CC)S(=O)(=O)c1ccc(C)c(NC(=O)CSc2nnnn2C)c1
-2	CC(=O)Nc1ccc(NC(=O)CCCSc2nc3ccccc3[nH]2)cc1
-4	Cc1ccc(C)c(C(=O)COC(=O)Cn2c(C)csc2=O)c1
2	CCCCn1c(C)cc(C)c(S(=O)(=O)c2ccccc2C)c1=O
-1	CN(C(=O)c1ccc2c(c1)OCO2)C1CCCCC1
-1	CC(=O)Nc1ccc(S(=O)(=O)N(Cc2ccccc2)C(C)C)cc1
9	O=C(Nc1ccc(N2CCOCC2)c(S(=O)(=O)Nc2ccc(Cl)cc2)c1)c1ccc(=O)[nH]n1
0	COc1ccccc1-c1cc(NC=O)c2ncc(-c3ccc(F)cc3)n2c1
1	CC(C)(C)C(=O)NC(=S)Nc1ccccc1C(N)=O
0	CC(=O)N1CCc2c(sc(NC(=O)CS(=O)(=O)c3ccc(F)cc3)c2C(N)=O)C1
0	COc1ccc(C(C)=O)cc1CSc1nc2cc(Cl)ccc2o1
3	Nc1nonc1C(=O)N/N=C/c1ccc(-c2cccc([N+](=O)[O-])c2)o1
-3	COc1ccc(Cl)cc1NC(=O)CN(C)C(C)C(=O)NC(=O)NC1CCCCC1 (configuration not stated)
1	O=C(NC1CCCC1)c1ccc(S(=O)(=O)N2CCOCC2)cc1
-2	Cc1oc(-c2cccc(Cl)c2)nc1CN1CCC(C(=O)NCc2ccco2)CC1
-1	Cc1ccc(C)c(CSc2nnc(-c3cccnc3)n2N)c1
3	CCCCNC(=O)NC1CCN(CC(=O)Nc2ccc3c(c2)OCCO3)CC1

Structures above that have a tert-butyl group, in the order listed:
TbREL1 inh	SMILES
3	Cc1ccccc1CCN1CCCC(CN(C)CC(C)(C)C)C1 (configuration not stated)
1	CC(C)(C)C(=O)NC(=S)Nc1ccccc1C(N)=O

Next part.
TbREL1 inh	SMILES
0	O=C(O)c1cnn(-c2nc(-c3ccc(Cl)c(Cl)c3)cs2)c1C(F)(F)F
-1	CCOC(=O)c1cc2c(nc1N)CC(C)(CC)OC2 (configuration not stated)
0	C[C@H](NC(=O)c1nc[nH]c1C(=O)N1CCN(C(=O)OC(C)(C)C)CC1)c1ccccc1
-6	CCOCCCn1c(=S)[nH]c2cc3c(cc2c1=O)OCO3
-1	COCCn1c(SCCN2CCCCC2)nc2ccccc2c1=O
-2	COCCN(C(=O)C1=COCCO1)c1c(N)n(Cc2ccccc2)c(=O)[nH]c1=O
-3	C[C@H](NS(=O)(=O)c1ccc2c(c1)OCCCO2)C(=O)N1CCN(c2ccc(F)cc2)CC1
10	CCc1ccc2nc(N(CCCN(C)C)C(=O)c3ccc(S(=O)(=O)N4CCCC4)cc3)sc2c1
0	CCc1ccc(N(CC(=O)O)S(=O)(=O)c2c(C)noc2C)cc1
-2	CCO[C@@H]1OC(C(=O)NCc2ccccc2)=C[C@H](c2csc3ccccc23)[C@H]1CCCO
0	COc1ccc(Br)c(Cn2c(C)c(C(=O)NCc3ccc(F)cc3)sc2=O)c1
-1	CCOC(=O)[C@@H]1[C@H]2COc3cc(OC)ccc3[C@H]2N2C(=O)N(c3ccc(C(F)(F)F)cc3)C(=O)[C@@]12C
6	CCN(CC(=O)NCc1ccccc1Cl)CC(=O)Nc1c(F)cccc1F
-1	COc1ccc(-c2nnc(SCCC(=O)O)n2-c2ccccc2)cc1
3	O=C(Nc1cccn2ncnc12)c1ccc(Cl)cc1Cl
-5	O=C(OCC(=O)N1CCCC1)c1ccc(S(=O)(=O)N2CCOCC2)cc1
1	O=C(NCCN1CCC(Cc2ccccc2)CC1)C1CCCN(S(=O)(=O)c2ccccc2)C1 (configuration not stated)
5	COc1ccc(-n2c(SC3CCOC3=O)nc3ccccc32)cc1 (configuration not stated)
3	NC(=O)CN1C(=O)NC(c2ccccc2)(c2ccccc2)C1=O
2	Cc1ccc(S(=O)(=O)CCC(=O)OCC(=O)Nc2cc(F)ccc2C)cc1
5	CCOC(=O)c1cc(-c2ccccc2)nn1Cc1cc(CC)no1
2	O=C(Nc1cccc(-n2cnnn2)c1)c1cc(Cl)nc(Cl)c1
8	Cc1ccc(-n2[nH]c(C)c(/C=N/N3C(=O)c4cccc5cccc(c45)C3=O)c2=O)cc1
3	COCCN(C(=O)c1cc2c(s1)CCC2)c1c(N)n(CC(C)C)c(=O)[nH]c1=O
-2	O=C(NCc1ccccc1)c1ccc2c(c1)S(=O)(=O)c1cc(Cl)ccc1C2=O
-1	O=C(COc1ccccc1Cl)NCc1nc(-c2ccccc2)no1
0	CC1CCc2sc3ncn4nc(C(=O)NCc5ccco5)nc4c3c2C1 (configuration not stated)
1	CS(=O)(=O)N1CCN(c2cccc(Cl)n2)CC1
-2	CCOc1ccc(CCNC(=O)COn2nnc3ccc(S(=O)(=O)N4CCOCC4)cc32)cc1OCC
3	O=C1CC(Cc2ccccc2)C(=O)N1c1ncccn1 (configuration not stated)
1	O=C1NCC(Nc2ccccc2Cl)C(=O)N1 (configuration not stated)
-2	Cc1ccc(C(=O)O/N=C/c2c(C)nn(C)c2Cl)cc1
2	CC(Sc1nnc(-c2cccnc2)n1N)C(=O)N1CCOCC1 (configuration not stated)
2	O=S1(=O)CCOC[C@H](c2ccccc2)N1Cc1ccccc1
0	CN1C[C@@H]2[C@@H]3C(=O)N(C)C(=O)[C@@H]3[C@](Cc3ccccc3)(C1=O)N2C(=O)c1ccccc1
0	Cc1c(C(=O)N2CCN(C/C=C/c3ccccc3)CC2)oc2c(F)cccc12
5	CSc1nc(NCCOCCO)c2sc3nc(-c4ccco4)c4c(c3c2n1)CCC4
2	CC(C)(C)c1ccc(-c2nnc3sc(COc4ccccc4)nn23)cc1
1	O=C(CCNS(=O)(=O)c1cccc2nonc12)NC1CCCc2ccccc21 (configuration not stated)
1	O=C(CCCCn1c(=O)[nH]c2ccsc2c1=O)NCc1cccnc1
-1	CC(=O)c1ccc(OCCCC(=O)OCC(=O)Nc2ccc3[nH]c(=O)[nH]c3c2)cc1
1	CCCCS(=O)(=O)N1CCCC(C(=O)NCC2CCCO2)C1 (configuration not stated)
1	O=C(CCn1c(=O)[nH]c2ccccc2c1=O)N1CC=C(c2ccccc2)CC1
-2	CCn1c(=S)sc2c(=O)n(-c3ccccc3)c(SCC(=O)NCc3ccco3)nc21
4	O=C(Cn1c(=O)sc2ccccc21)NCc1ccccn1
0	CC1=Nn2c(nc3sc4c(c3c2=O)CCCC4)SC1
7	CCOc1ccc(-c2nnc3ccc(SC)nn23)cc1
2	CC(C)N(Cc1nc(-c2ccc(Cl)cc2)no1)C(=O)CCC1CCCC1
3	COC(=O)c1ccc(-c2nc(-c3cccs3)no2)cc1
2	CC(C)CCn1nnnc1CN1CCN(C(=O)c2ccco2)CC1
5	O=C(CN1C(=O)C2C3C=CC(C4CC34)C2C1=O)NCc1ccco1 (configuration not stated)
2	COc1ccc(CCNc2ccc(C(CC(N)=O)NC(=O)c3ccc(Br)cc3)cc2[N+](=O)[O-])cc1 (configuration not stated)
0	O=C(CSc1ccccc1)Nc1ccc2c(c1)OCO2
0	CC1(C)CC(=O)C(C(c2cc([N+](=O)[O-])ccc2Cl)C2C(=O)CC(C)(C)CC2=O)C(=O)C1
0	COc1ccc(C)cc1NC(=O)c1ccc([N+](=O)[O-])cc1[N+](=O)[O-]
6	CCC1([N+](=O)[O-])COC(c2ccc(OC)cc2)OC1 (configuration not stated)
-6	COC(=O)C1=CN(c2ccc(N3CCOCC3)cc2)C(N)=C(C#N)C1c1cccc(F)c1 (configuration not stated)
-4	Cc1cc(C)cc(N(CC(=O)NCc2ccco2)S(=O)(=O)c2c(C)noc2C)c1
1	O=C(COC(=O)/C=C/c1ccccc1)NC1CCS(=O)(=O)C1 (configuration not stated)
1	COCc1cc(=O)[nH]c2cc(NC(=O)C(C)(C)CCl)c(C)cc12

3 records picked at random from those above:
TbREL1 inh	SMILES
0	COc1ccccc1-c1cc(NC=O)c2ncc(-c3ccc(F)cc3)n2c1
-1	Cn1c(NCc2ccncc2)nc2cc(-c3ccsc3)sc2c1=O
1	Cc1ccc(C)c(S(=O)(=O)N2CCN(CC(=O)Nc3cc(C)on3)CC2)c1

Continuation.
TbREL1 inh	SMILES
0	COc1cccc(CNc2nc3nc4c(c(=O)n3[nH]2)CCC4)c1
-1	Cc1cc(C)c(S(=O)(=O)NC(C)C)c(C)c1-n1cnnn1
-2	Cc1ccc(C)c(NC(=O)NNC(=O)c2cc3ccccc3cc2O)c1
3	COc1ccc2c(CC(=O)OCC(=O)NC(=O)c3cccn3C)coc2c1
0	Cc1ccc(C(=O)NCCCN2CCOCC2)cc1N1CCCC1=O
-4	CCCCOC(=O)C(NC(=O)c1ccccc1)=C(C)C
10	O=C(Nc1nnc(CSCc2ccc(Cl)cc2)s1)c1cccc([N+](=O)[O-])c1
-2	O=C1CCN(Cc2ccccc2)CCN1[C@H](COc1ccccc1)c1ccccc1
0	COc1ccc(S(C)(=O)=O)cc1S(C)(=O)=O
6	O=C(Nc1cnc2ccccc2c1)c1ccco1
